# Screens (PubChem)
# ERa coact inh – blocks coactivator binding to human estrogen receptor alpha. P03372. TR-FRET ER-alpha LBD / SRC-1 peptide, estradiol-bound. actives 1.7% (n = 86,000). inhibition, % at 25.6 µM; in the data active = inhibition above about 50%;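 also: 0% = receptor plus peptide control and 100% = peptide only without receptor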
# Target sequence (P03372 whole entry, looked up, the tested form may be a part): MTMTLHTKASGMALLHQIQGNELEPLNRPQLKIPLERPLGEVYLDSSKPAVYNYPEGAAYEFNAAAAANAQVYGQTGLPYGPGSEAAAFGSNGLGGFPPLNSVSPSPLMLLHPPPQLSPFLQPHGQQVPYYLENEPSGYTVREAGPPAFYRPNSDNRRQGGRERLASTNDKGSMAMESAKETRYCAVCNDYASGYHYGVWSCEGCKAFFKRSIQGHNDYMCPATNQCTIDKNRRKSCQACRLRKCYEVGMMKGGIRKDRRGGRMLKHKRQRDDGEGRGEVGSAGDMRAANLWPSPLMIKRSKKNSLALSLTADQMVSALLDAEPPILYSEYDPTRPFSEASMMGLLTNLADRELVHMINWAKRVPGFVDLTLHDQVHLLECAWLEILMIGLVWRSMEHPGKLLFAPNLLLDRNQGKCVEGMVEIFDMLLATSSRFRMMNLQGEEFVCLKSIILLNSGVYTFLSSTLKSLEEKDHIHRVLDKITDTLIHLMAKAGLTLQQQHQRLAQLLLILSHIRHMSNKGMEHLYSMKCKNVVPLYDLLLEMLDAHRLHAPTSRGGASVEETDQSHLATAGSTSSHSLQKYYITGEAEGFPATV
# CYP2C19 inh – human CYP2C19 inhibition. actives 21% (n = 96,000). CYP2C19 Supersomes, luciferin-H EGE luminescence, 30 min. inhibition, % at 5 µM. P33261;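 active = CYP2C19 inhibition above a set limit at 5 µM in the primary screen, cut at about 50% in these data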;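 also: plate controls were negative control wells for no effect and 2.5 mM tranylcypromine positive control for full effect; values of inactives mirror those of a sister screen read the other way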
# Target sequence (P33261 whole entry, looked up): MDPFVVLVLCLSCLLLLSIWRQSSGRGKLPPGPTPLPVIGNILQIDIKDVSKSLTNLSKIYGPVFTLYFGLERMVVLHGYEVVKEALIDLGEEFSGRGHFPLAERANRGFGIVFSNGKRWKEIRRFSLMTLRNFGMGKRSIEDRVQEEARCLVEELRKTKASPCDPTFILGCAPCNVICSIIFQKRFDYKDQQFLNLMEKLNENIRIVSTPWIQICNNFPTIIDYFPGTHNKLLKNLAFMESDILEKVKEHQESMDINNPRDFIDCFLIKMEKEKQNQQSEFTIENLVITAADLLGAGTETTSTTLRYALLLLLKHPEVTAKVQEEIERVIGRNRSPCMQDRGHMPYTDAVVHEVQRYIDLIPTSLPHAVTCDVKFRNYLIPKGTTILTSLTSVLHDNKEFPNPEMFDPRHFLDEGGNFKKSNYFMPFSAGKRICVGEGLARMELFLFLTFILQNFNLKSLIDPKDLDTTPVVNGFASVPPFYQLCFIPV
# Lung fibro prol – blocks proliferation of human lung fibroblasts; actives 1.1% (n = 85,000); viability, % at 10 µM; LL 47 human lung fibroblast viability, ATP luminescence; hits give low values;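 active = viability at or below 50% in the single dose screen; inactive = viability above 50%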;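 also: compound exposure lasted 72 h before the ATP readout; 100% = median luminescence of untreated cell-only wells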
#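 material = human LL 47 lung fibroblast cells | dosing = compounds added from tenfold dosing solution, 0.1% DMSO final | timing = overnight cell rest, 72 h compound treatment at 37 °C | measured by = CellTiter-Glo luminescence measuring cellular ATP | evaluation = % viability versus median cells-only luminescence | control set = cell-only wells, no compound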
# ERa coact pot – enhances coactivator binding to human estrogen receptor alpha. TR-FRET ERalpha-LBD/SRC-Cy5 coactivator binding, 2 h; 100 = basal binding, no effect. coactivator binding (% of control), % at 25.6 µM. actives 1.3% (n = 86,000). P03372. AID 639; in the data active = activity above about 200%;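 also: binding measured in presence of low estradiol as agonist stimulus; 0% = peptide alone without receptor and 100% = receptor with peptide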
# H69AR inhibit – blocks growth of human H69AR lung tumor cells | viability, % at 10 µM | actives 6% (n = 85,000) | H69AR lung tumor viability, ATP luminescence, 72 h; hits give low values;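 active = viability at or below 40%; inactive = viability above 40%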;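 also: multidrug resistant small cell line overexpressing MRP-1 efflux transporter; 100% = mean luminescence of untreated control wells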
# CYP2C19 activ – activators of human cytochrome P450 2C19; recombinant CYP2C19, luciferin-H EGE luminescence; hits give high values; 0 = fully inhibited enzyme, 1 = untreated enzyme; 96,000 tested, under 10 active; activation factor at 5 µM; AID 1025; P33261;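 active = activation factor of at least 2 at 5 µM in the primary screen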;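 also: 0 = wells with 2.5 mM tranylcypromine and 1 = vehicle-only wells; values of inactives mirror those of a sister screen read the other way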
# Mac1 fbg enh – increases human CD11b/CD18 adhesion to fibrinogen. AID 1499. actives 0.07% (n = 93,000). K562 CD11b/CD18 adhesion to fibrinogen, ATPlite luminescence. activation, % at 10 µM;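 active = 10 µM primary screen giving 50% or more activity, confirmed by 40% or more on retest at that dose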; also: strong numbers were not always called active
# HUVEC inhibit – human endothelial cell proliferation inhibition; viability, % at 10 µM (by protocol); HUVEC proliferation, CellTiter-Glo luminescence, 72 h; hits give low values; AID 648; actives 1.1% (n = 86,000);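 active = viability at or below 30%; inactive = viability above 30%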;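 also: 100% = median luminescence of DMSO-only cell control wells on each plate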
# CD11b adhes inh – blocks human CD11b/CD18 adhesion to fibrinogen; P05107+P11215; K562 CD11b/CD18 adhesion to fibrinogen, ATPlite luminescence; Mn2+ added to activate the integrin; inhibition, % at 10 µM; actives 0.54% (n = 93,000); AID 1497;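 active = primary inhibition of 50% or more at 10 µM, then 40% or more on retest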; also: some results filed as inactive read as strong as hits
# An asterisk follows results filed as active; · = not tested or not shown; [ ] = another dose, or the depositor's remark.
SMILES,ERa coact inh,CYP2C19 inh,Lung fibro prol,ERa coact pot,H69AR inhibit,CYP2C19 activ,Mac1 fbg enh,HUVEC inhibit,CD11b adhes inh
COCCNC(=O)C(c1ccc(C)o1)N(C(=O)c1snc(C(N)=O)c1N)c1ccc(C)c(C)c1 (stereo not drawn),6[fluorescence artefact?],-2,93,100,89,1,3,91,7
O=C(Nc1ccc(S(=O)(=O)N2CCCCCC2)cc1)c1ccc(Br)o1,3,25,96,115,44,0.8,·,54,·
CCCCCOC(=O)CSc1nnc(-c2cc(OC)c(OC)c(OC)c2)o1,5[fluorescence artefact?],10,101,89,99,0.9,·,85,·
O=C(NC1CCCCC1)N(Cc1nc2ccccc2c(=O)[nH]1)C1CCCCC1,-10,8,85,118,78,0.9,-3,98,16
O=C1CC(c2ccc(F)cc2)Cc2nc(N3CCN(c4ccccc4)CC3)ncc21 (stereo not drawn),9[fluorescence artefact?],6,101,174[fluorescence artefact?],46,0.9,-2,92,13
O=C(CCCCn1c(=O)c2ccccc2n(Cc2ccc(F)cc2Cl)c1=O)NCc1ccco1,7[fluorescence artefact?],88*,88,105,24*,0.1,2,64,-1
COCC(C)NC(=O)c1cc(-c2ccc(O)cc2)on1 (stereo not drawn),-4,11,100,119,83,0.9,-2,98,-1
COC(=O)c1cc2occc2n1Cc1ccc(Cl)cc1,8,2,93,93,93,1,0,97,-26
CC1C/C(=N\NC(=S)NC(C)C)CC(C)(C)C1 (stereo not drawn),4,88*,97,105,87,0.1,-2,97,-1
COc1ccc(S(=O)(=O)N(C)CC(=O)NC2CC2)cc1,-7,28,107,102,95,0.7,-5,94,11
NC(=O)c1oc2ccc(Cl)cc2c1NC(=O)CN1CCOCC1,-3,52*,93,110,65,0.5,-2,95,5
COc1ccc(-c2nc3c(c(=O)[nH]c(=O)n3Cc3ccccc3)n2C)cc1,35[fluorescence artefact?],-9,100,270*[fluorescence artefact?],65,1.1,13,86,24
CCC(C(=O)Nc1cnccn1)c1ccccc1 (stereo not drawn),0,60*,96,99,95,0.4,3,90,10
CCCN1C(=O)/C(=C/c2ccco2)SC1=Nc1ccc(OC)cc1,·,10,·,·,·,0.9,5,·,4
Cc1cccc(-n2c(C)cc(/C=N/NC(=O)c3cccc([N+](=O)[O-])c3C)c2C)c1,·,35,·,·,·,0.7,-1,·,-2
COc1ccc(-n2ccc(-c3nn(-c4cccc(C(F)(F)F)c4)ccc3=O)n2)cc1,·,82*,·,·,·,0.2,2,·,-4
CC(C)=C(NC(=O)c1ccccc1)C(=O)N1CCOCC1,-9,2,98,130[fluorescence artefact?],82,1,-5,97,-4
CC1CCCc2sc3nc(N4CCN(CCO)CC4)n4ncnc4c3c21 (stereo not drawn),0,9,93,111,15*,0.9,-1,94,-5
CC(C#N)Sc1nc2ccccc2c(=O)n1-c1ccccc1 (stereo not drawn),6[fluorescence artefact?],-5,92,82,84,1,5,99,-7
COc1cnn(C(C)(C)C)c(=O)c1Cl,·,14,·,·,·,0.9,-1,·,0
Cc1nc(SCC#N)c2c(C)c(C)sc2n1,1,-12,100,82[fluorescence artefact?],100,1.1,1,99,5
CSc1nsc(SC)c1C(=O)Nc1ccc(C)cc1,-10,13,91,115,77,0.9,-2,94,1
CCCCCn1c(Sc2ncccn2)nc2c1c(=O)[nH]c(=O)n2C,-14,·,96,115,63,·,·,103,·
COc1cccc(OC)c1C(=O)Nc1cccc(C(C)=O)c1,5,·,105,115,100,·,·,93,·
CC12CCC(C(=O)N3CCN(C(c4ccccc4)c4ccccc4)CC3)(OC1=O)C2(C)C (stereo not drawn),-2,48,102,96,88,0.5,3,102,6
SMILES,ERa coact inh,CYP2C19 inh,Lung fibro prol,ERa coact pot,H69AR inhibit,CYP2C19 activ,Mac1 fbg enh,HUVEC inhibit,CD11b adhes inh
CN(C)CCNCc1ccccc1OC1CCCC1,-6,-17,99,102,90,1.2,-1,98,4
CC(=O)Cc1nsc(NC(=O)c2ccc(-c3ccccc3Cl)o2)n1,·,24,·,·,·,0.8,-2,·,15
COc1cc(C2Nc3ccc4ncccc4c3C3=C2C(=O)CCC3)cc(OC)c1O (stereo not drawn),2[fluorescence artefact?],40,56,83[fluorescence artefact?],27*,0.6,-3,59,7
COc1ccccc1-n1cnc2cc(NC(=O)c3ccco3)ccc21,2,65*,89,114,22*,0.3,-4,73,1
COc1ccc(CCNC2=C(Cl)C(=O)N(CCc3ccc(OC)c(OC)c3)C2=O)cc1OC,-5,27,96,122,78,0.7,-2,98,7
O=S(=O)(c1ccc2ccccc2c1)N1CCN(S(=O)(=O)N2CCCCC2)CC1,2,4,86,118,85,1,-4,85,-11
CC1(C)Cc2c(c(=S)nc(-c3ccccc3)n2CCN2CCOCC2)CO1,-6,-23,96,108,72,1.2,8,106,-2
Cn1c(=O)c2cc(S(=O)(=O)NCCC(=O)NCCC3=CCCCC3)ccc2n(C)c1=O,7,-8,100,127,86,1.1,-4,94,-3
COc1ccc(C(=O)N2c3ccccc3C(=O)OC2c2ccc3c(c2)OCO3)cc1 (stereo not drawn),·,83*,·,·,·,0.2,-4,·,16
CC(=O)Nc1ccc(NC(=O)CCC(=O)NCCO)cc1,-5,2,106,105,100,1,-2,100,3
O=C(Nc1ccc(N2CCOCC2)cc1N1CCOCC1)c1ccco1,-1[fluorescence artefact?],4,86,88,77,1,0,112,-3
O=C(O)C1CC=C(Cl)CC1C(=O)NCc1ccccc1 (stereo not drawn),1,2,103,79,98,1,0,89,-4
O=C(Nc1nc2ccc(Cl)cc2s1)c1ccc(Br)o1,·,-4,·,·,·,1,4,·,8
O=C(O)c1cc(Cl)ccc1NC(=O)C1CCCO1 (stereo not drawn),5,-8,110,87,95,1.1,-7,100,-9
CNc1sc(C(=O)c2ccc(F)cc2)c(N)c1-c1nc2ccccc2s1,11,3,57,41[fluorescence artefact?],5.7*,1,0,25*,-2
COc1ccc(-c2ccnc(SCC(=O)Nc3ccccn3)n2)cc1,-15,·,93,100,78,·,·,101,·
CC1(C)C(=O)Nc2ccccc2N1C(=O)COC(=O)C1CCCCC1,7,62*,110,107,90,0.4,-4,101,-2
CCOc1ccc(-c2nnc(SCc3nc4ccccc4[nH]3)n2N)cc1,-1,21,98,95,76,0.8,-3,96,-2
COc1ccc(OC)c(Nc2nc(N)nc(CSc3nnc(N)s3)n2)c1,·,19,·,·,·,0.8,0,·,-34
CCOC(=O)c1ccc(N2C(=O)C3CC=C(C)CC3C2=O)cc1 (stereo not drawn),3,3,93,96[fluorescence artefact?],103,1,4,90,-11
CCOC(=O)N1CCN(S(=O)(=O)c2cc3c(cc2C)NC(=O)CO3)CC1,4,12,102,126,90,0.9,-2,95,-10
CC(=O)c1ccc(Nc2cc(C)nc3nc(C)nn23)cc1,12,·,107,71,84,·,·,51,·
COc1ccc2oc(=O)c(-c3nc(C)cs3)cc2c1,5,77*,92,120[fluorescence artefact?],86,0.2,41,95,10
CCSc1nncn1/N=C/c1ccc(OC)c(OC)c1,-4,-4,97,104,95,1,·,89,·
CC(C)C(c1nnnn1CC1CCCO1)N1CCN(C2CCCC2)CC1 (stereo not drawn),2[fluorescence artefact?],1,90,121[fluorescence artefact?],90,1,-1,86,7

# Sorted by formula weight (rising): some entries from above.
SMILES,ERa coact inh,CYP2C19 inh,Lung fibro prol,ERa coact pot,H69AR inhibit,CYP2C19 activ,Mac1 fbg enh,HUVEC inhibit,CD11b adhes inh
COc1cnn(C(C)(C)C)c(=O)c1Cl,·,14,·,·,·,0.9,-1,·,0
CCOc1ccc(-c2nnc(SCc3nc4ccccc4[nH]3)n2N)cc1,-1,21,98,95,76,0.8,-3,96,-2
O=C(Nc1ccc(S(=O)(=O)N2CCCCCC2)cc1)c1ccc(Br)o1,3,25,96,115,44,0.8,·,54,·

# (next part)
SMILES,ERa coact inh,CYP2C19 inh,Lung fibro prol,ERa coact pot,H69AR inhibit,CYP2C19 activ,Mac1 fbg enh,HUVEC inhibit,CD11b adhes inh
c1ccc(CCc2nc(-c3ccccc3)no2)cc1,-3,13,98,132,94,0.9,·,110,·
COC(=O)c1cc(OC)c(OC)cc1NC(=O)Cc1ccccc1[N+](=O)[O-],·,20,·,·,·,0.8,-3,·,2
NC(=O)N1CC(O)CC1C(=O)Nc1ccc(Cl)c(Cl)c1 (stereo not drawn),4[fluorescence artefact?],·,90,110,91,·,·,99,·
Cc1ccc(C(=O)Oc2cc(C)n(C)c(=O)c2)cc1,·,0,·,·,·,1,4,·,-7
O=C(CCN1C(=O)c2ccccc2S1(=O)=O)Nc1ccc2c(c1)OCCO2,-3,48,94,112,96,0.5,-8,102,0
CC(=O)Nc1cccc(OCC(=O)Nc2ccccc2)c1,3,34,102,129,89,0.7,2,96,8
Cc1ccc(/C=c2\sc3nc(-c4cccnc4)nn3c2=O)cc1,69*[fluorescence artefact?],13,97,61[fluorescence artefact?],86,0.9,-2,78,-4
CCCc1cc(=O)[nH]c(SCc2ccc(Cl)cc2)n1,4,86*,99,99,107,0.1,-2,97,-30
O=C(Nc1nc(-c2cccs2)cs1)c1ccc(Cl)cc1,-6,-21,105,107,82,1.2,-4,108,32
Cc1cc(C)cc(OCc2nnc(SCC(=O)OC3CCCCC3)o2)c1,-23,4,105,110,101,1,2,105,-14
O=C(NCc1ccc2c(c1)OCO2)c1ccc(-c2ccc(Cl)cc2)o1,-25,23,108,114,101,0.8,-10,104,81
CC(=O)Nc1cc2c(cc1C(=O)C(C)C)OCCO2,-12,8,96,91,91,0.9,3,101,-7
CC(C)Nc1nc(SCC(=O)Nc2ccccc2)nc(N2CCOCC2)n1,10,82*,87,79,81,0.2,-2,86,-15
CCn1c(COc2ccccc2)nnc1SCc1ccc(C#N)cc1,8[fluorescence artefact?],22,109,134,103,0.8,0,114,-13
CC(C)(C)OC(=O)N1CC(O)CC1C(=O)OCC(=O)c1ccc(Cl)cc1 (stereo not drawn),-9,55*,101,125[fluorescence artefact?],86,0.5,-3,93,-9
O=C(c1cc(-c2cccnc2)nc2ccc(Br)cc12)N1CCC2(CC1)OCCO2,5,·,98,100,91,·,·,82,·
CSc1ccc(/C=N/n2nnnc2N)cc1,-6,27,100,106,101,0.7,-2,93,-3
Fc1ccc(C(c2nnnn2Cc2ccccc2)N2CCSCC2)cc1 (stereo not drawn),2,8,91,121,81,0.9,2,94,1
O=C(CSc1ccc2nnc(-c3cccnc3)n2n1)NCc1ccco1,-1,12,100,116,79,0.9,5,93,-7
O=C(c1ccccc1)n1ccn(-c2ccccc2)c1=S,-1,·,103,101,79,·,·,88,·
COc1cccc(-c2cc(C(=O)Nc3nc4ccccc4s3)c3ccccc3n2)c1,·,22,·,·,·,0.8,0,·,32
c1ccc2c(-c3nnc(SCc4cn5ccccc5n4)o3)c[nH]c2c1,7,67*,119,83,63,0.3,-6,89,-2
Cc1cccc(N2CC(=O)N(c3cccc(C)c3)CC2=O)c1,5[fluorescence artefact?],-25,108,106,103,1.3,0,89,-4
CCc1nnc(NC(=O)CSc2nnc(COc3ccccc3C)o2)s1,-3,-4,96,109,96,1,-3,93,-4
CCOc1ccc(S(=O)(=O)N2CCC(C(N)=O)CC2)c2ccccc12,16,-4,107,102,78,1,-2,85,0
C=CCNC(=O)c1onc(CCl)c1C(=O)OC,·,2,·,·,·,1,-2,·,-10
COc1ccccc1CNC(=O)CNC(=O)Cn1cnc2ccccc2c1=O,0,-5,101,98,101,1,5,92,-19
O=C(Nc1ccccc1C(=O)O)c1ccc(Cl)c(S(=O)(=O)N2CCOCC2)c1,-12,-10,98,108,97,1.1,·,98,·
